PriA SSB inh – inhibitors of Klebsiella pneumoniae PriA binding to SSB C-terminal tail; AlphaScreen SSBct-PriA binding, biotinylated peptide; inhibition, % at 33 µM; actives 0.6% (n = 430,000); AID 1272365; in the data active = inhibition mostly above about 37%, no sharp cut-off; inactive = mostly below about 20%;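 note: plate controls were negative control peptide for no effect and reference peptide for full effect; strong numbers were not always called active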
* marks the source's active call; other numbers are inactive results; & = joins results of further samples. Some of the compounds tested; count on the stated rates, not on these rows.

No. | Molecule | PriA SSB inh
1 | Cn1nc(-c2ccc(F)cc2)cc1C(=O)NCCn1ccc(-c2ccccn2)n1 | -4
2 | COCCN(CCOC)S(=O)(=O)c1ccc(C(=O)Nc2nc(-c3cc4cccc(OC)c4o3)cs2)cc1 | -2
3 | COc1ccc(Cl)cc1S(=O)(=O)NC[C@@](O)(c1cccs1)C1CC1 | -6
4 | COCC(=O)N1CCCc2ccc(NS(=O)(=O)c3c(C)c(C)c(C)c(C)c3C)cc21 | -6&-3
5 | COC(=O)c1ccc(S(=O)(=O)NCCn2nc(-c3cccs3)cc2C2CC2)cc1 | 6
6 | O=C(NN1C(=O)/C(=C/c2ccc(Br)cc2)SC1=S)c1cccc(Cl)c1 | -20
7 | CCCOc1ccc(-c2nn(-c3ccccc3)cc2/C=C2\SC(=N)NC2=O)cc1C | 13
8 | CCOC(=O)c1cnn2ccc(NC(=O)c3cnn(-c4ccccc4)c3C)cc12 | 7
9 | O=C(CSc1ccc2nnc(-c3ccccn3)n2n1)Nc1ccc(Cl)c(Cl)c1 | 23
10 | Cc1ccccc1-c1ccc(N2CCCC(C(=O)NCCc3c[nH]c4ccccc34)C2)nn1 (stereo not drawn) | 15
11 | CC(NC(=O)c1ccc(F)c(F)c1)C12CC3CC(CC(C3)C1)C2 (stereo not drawn) | -15
12 | O=C1NC(=O)C2(CCN(C(=O)c3ccco3)CC2)N1 | -5
13 | Cc1nc(N(C)C)nc(C)c1NC(=O)c1cccc(F)c1 | -8
14 | O=C(Nc1ccc(Br)cc1C(=O)c1ccccc1Cl)c1ccc(N2C(=O)CCC2=O)cc1 | -8
15 | COc1ccc(C)c2sc(NNC(=O)C3COc4ccccc4O3)nc12 (stereo not drawn) | 10
16 | COc1ccc(S(=O)(=O)c2c(N)n(CC3CCCO3)c3nc4ccccc4nc23)cc1 (stereo not drawn) | -48
17 | COc1ccc(C(=O)NCCc2nnc3ccc(SCc4c(F)cccc4Cl)nn23)cc1 | 5
18 | CCOC(=O)c1ccc(NC(=S)NC(=O)CC2SC(=O)N(c3ccccc3)C2=O)cc1 (stereo not drawn) | -2
19 | O=C(NCCC(O)c1cc2ccccc2o1)c1ccsc1 (stereo not drawn) | 18
20 | O=c1nc(SCc2cccc3ccccc23)c2c(n1Cc1cccs1)CCC2 | -11
21 | Fc1cccc2sc(Nc3nnc(-c4ccccc4Cl)o3)nc12 | 9
22 | O=C1NCCN1c1ccc2c(c1)OCCO2 | -17
23 | Clc1ccc(OCCCSc2nc3ccccc3[nH]2)cc1 | -35
24 | CCc1ccc(-c2cc3c(SCC(=O)Nc4ccc5c(c4)OCCO5)nccn3n2)cc1 | -13
25 | CCOc1ccccc1NC(=O)NCC(c1ccsc1)N1CCOCC1 (stereo not drawn) | -7
26 | CC(C)Sc1ccc(CC(=O)Nc2ccccc2Cc2nc(-c3cccnc3)no2)cc1 | -13
27 | O=C(CSc1nnc(-c2ccc(Cl)s2)o1)Nc1ccc(OC(F)(F)F)cc1 | -3
28 | O=C1Nc2ccc(S(=O)(=O)Oc3ccc4oc5ccccc5c4c3)c3cccc1c23 | 2
29 | COc1ccc(O)c(C=NN2CCCCC2)c1 | 17
30 | Nc1c(Cl)c(Cl)nc(C(=O)NN=Cc2ccco2)c1Cl | -10
31 | CN(CC#CCNC(=O)c1ccc(F)cc1)Cc1ccccc1 | -6
32 | COc1ccc(-n2c(C)nc3ccc(NC(=O)c4cccc([N+](=O)[O-])c4C)cc3c2=O)cc1 | 13
33 | O=C(Nc1nc(-c2ccccn2)cs1)C(c1ccccc1)c1ccccc1 | 37
34 | CN1CCN(C(=O)c2cc(-c3cccs3)n(CC(=O)Nc3ccc(F)cc3F)n2)CC1 | -9
35 | CC1(C)Cc2cccc(OCC(=O)N3CCCC(c4nnc(-c5ccsc5)o4)C3)c2O1 (stereo not drawn) | -14
36 | O=C(NCc1ccc2c(c1)OCO2)C(=O)Nc1ccncc1 | -17
37 | Cc1cccc(C(=O)ON=C2CCSc3ccc(C)cc32)c1 | -31
38 | COC[C@@](C)(O)CNC(=O)CSC1CCCC1 | -2
39 | O=[N+]([O-])c1ccc(O)c(C=NNc2ncnc3c2cnn3-c2ccccc2)c1 | 2
40 | Cc1c(NC(=S)NNC(=O)c2ccccc2)c(=O)n(-c2ccccc2)n1C | -15
41 | Cc1ccccc1OCC(=O)NCC[C@H](O)c1ccco1 | -7
42 | CCc1ccccc1NC(=O)Cn1nc(-c2ccc(F)cc2)c2sc(N3CCCC3)nc2c1=O | -7
43 | O=C(CCc1csc(NC(=O)c2ccc[nH]c2=O)n1)NCc1ccco1 | 1
44 | C[C@H](NC(=O)CCc1csc(NC(=O)c2ccc(=O)[nH]c2)n1)c1ccccc1 | -12
45 | O=S(=O)(NCc1nccc(N2CCOCC2)n1)c1cccs1 | -1
46 | OC(=Cc1ccc2ccccc2n1)c1ccncc1 | -8
47 | O=C1CN(S(=O)(=O)c2ccccc2)C(c2ccccc2)c2cc(Br)ccc2N1 (stereo not drawn) | 19
48 | COC(=O)c1ccc(NC(=O)COc2coc(CSc3nncn3C)cc2=O)cc1 | 1
49 | O=C(Nc1ccc(Cl)c(Cl)c1)c1ccc2nnsc2c1 | -23
50 | COc1ccccc1-c1nnc(NC(=O)C2CCCCC2)o1 | -3
51 | COCCN1CCCc2ccc(NS(=O)(=O)c3ccc(OC)cc3C)cc21 | 27
52 | O=C(NCc1ccccc1-c1ccsc1)c1cnccn1 | 9
53 | COc1ccc(-n2c(O)c(C=C3C=Nc4ccc(Br)cc43)c(=O)[nH]c2=O)c(OC)c1 | -14
54 | CCC(=O)N1CCc2cc(Br)cc(S(=O)(=O)NC3CCCc4ccccc43)c21 (stereo not drawn) | -9&-9
55 | CCn1c(C)cc(O)c(C(c2ccc(OC)cc2OC)N2CCN(c3ccccn3)CC2)c1=O (stereo not drawn) | 6
56 | Cn1nc(CNC(=O)C2(c3cccs3)CCCC2)c2c1CCOC2 | -12
57 | O=c1n(CCNS(=O)(=O)c2ccc(Cl)s2)nc(C2CC2)n1-c1ccccc1 | -10
58 | O=C(NCc1ccc2c(c1)OCO2)N(c1ccccc1)c1ccccc1 | -10
59 | Cc1nc(N2CCC(NC(=O)c3cc(-c4ccc(F)cc4)c[nH]3)CC2)cc(C(F)(F)F)n1 | 18
60 | CC(C)NC(=O)N1CCC(c2nnc(C3CC3)o2)CC1 | -17

The list goes on.
No. | Molecule | PriA SSB inh
61 | CC(=NNC(=O)c1nnn(-c2nonc2N)c1CN(C)C)c1ccco1 | -1
62 | CCOC(=O)CCC(=O)N1CCC(Oc2cnccn2)CC1 | -2
63 | c1ccc(COc2ccc(CN3CC(c4nc(-c5ncccn5)no4)C3)cc2)cc1 | -8
64 | O=C(COc1coc(CN2CCc3ccccc32)cc1=O)N1CCC(Cc2ccccc2)CC1 | 32
65 | CCc1cccc2sc(NC(=O)c3ccc(OC)cc3OC)nc12 | -15
66 | COc1ccc(CC(N)=NOC(=O)C(c2ccccc2)c2ccccc2)cc1OC | -27
67 | COC(=O)c1ccccc1NC(=O)CSc1nccnc1N1CCC(Cc2ccccc2)CC1 | -6
68 | CCOC(=O)Cc1csc(NN=Cc2cccc(Br)c2)n1 | -6
69 | O=C(NCc1ccccc1Cl)C(=O)NCC1CCN(Cc2ccco2)CC1 | -12
70 | O=[N+]([O-])c1cc(C=Nn2cnnc2)ccc1N1CCCC1 | 1
71 | Cc1ccc(C(=O)NCC2CCCO2)cc1 (stereo not drawn) | -23
72 | COc1cc(C(=O)Nc2ccc3c(c2)CCCN3S(C)(=O)=O)cc(OC)c1OC | 17
73 | Cc1cn2nc(C(=O)N3CCN(C(=O)C4COc5ccccc5O4)CC3)cc2c(=O)[nH]1 (stereo not drawn) | -13
74 | O=[N+]([O-])c1ccc(O)c(/C=N\O)c1 | 8
75 | Cc1nnc(C2CCCN(C(=O)Cc3ccc(Cl)cc3)C2)s1 (stereo not drawn) | 2
76 | CCOc1ccc(CC(=O)Oc2c(Sc3ccccc3[N+](=O)[O-])c(C)nn2C(C)(C)C)cc1 | 3
77 | O=[N+]([O-])c1ccc(N2CCCC2)cc1N1CCCCC1 | 97*
78 | O=C(CSc1nnc2ccc(-c3cccc([N+](=O)[O-])c3)nn12)N1CCOCC1 | -18
79 | O=C(NN=C/C(Br)=C/c1ccccc1)c1ccc([N+](=O)[O-])cc1 | 2
80 | O=C(NC1C=CS(=O)(=O)C1)C1(c2ccccc2)CCCC1 (stereo not drawn) | -6
81 | Cc1ccc(NC(=O)C(=O)NCC2(O)Cc3ccccc3C2)cc1F | 5
82 | COc1cccc(CCNC(=O)C(=O)Nc2cccc(OC)c2)c1 | -7
83 | CC(Oc1ccccc1)C(=O)Nc1cccc(-c2nc3ccccc3o2)c1 (stereo not drawn) | 7
84 | CCC1(C)NC(=O)N(N=Cc2ccc(C)s2)C1=O (stereo not drawn) | -2
85 | Cc1sc2ncnc(SCC(=O)Nc3c(F)cccc3F)c2c1C | -15
86 | O=C(CCc1ccccc1)Nc1cnc(N2CCN(c3ccccc3)CC2)nc1 | -7
87 | O=C(COc1ccccc1F)NCCCn1ccc2cccnc21 | -25
88 | CCOC(=O)NCCc1ccsc1 | -21
89 | CCc1ccc(S(=O)(=O)NCCOc2ccc3nnc(-c4cccc(F)c4)n3n2)s1 | -4
90 | COc1ccc([C@@H]2CC(c3cccs3)=NN2C(=O)CSC2=NCCS2)cc1 | 0
91 | COc1cccc([C@H](C2Sc3nc(-c4ccco4)nn3C2=O)N2CCC(C(N)=O)CC2)c1 (stereo partly drawn) | -16
92 | CC(=NNC(=O)c1cccc([N+](=O)[O-])c1)c1ccncc1 | -4
93 | CC(=NNC(=O)C1(C)CC1(Br)Br)c1cccc(NC(=O)C2CCC2)c1 (stereo not drawn) | -2
94 | O=C(N[C@H]1CCSC1=O)c1ccc(OCc2ccc3ccccc3n2)cc1 | -14
95 | CN(CC1Cc2ccccc2CO1)C(=O)c1ccc2ncsc2c1 (stereo not drawn) | -4
96 | COc1cc(C)c(C)cc1S(=O)(=O)NCC(=O)N1CCO[C@H](c2ccccc2)C1 | 5
97 | O=C(NC1CC(=O)N(c2ccccc2)C1)c1ccccc1 (stereo not drawn) | -5
98 | CCn1ccc(C(=O)Nc2ccc3c(c2)OCCO3)n1 | 5
99 | CCOc1ccc(OCC(=O)Nc2cc(C)nn2-c2nc(-c3ccc(Cl)cc3)cs2)cc1 | -17
100 | CCn1cc(C2NC(=S)NC(C)=C2C(=O)Nc2ccccc2)c(C)n1 (stereo not drawn) | 0
101 | CCCCCCCCCC(=O)NN=Cc1ccc(C)s1 | -12
102 | O=S(=O)(Cc1cccc(F)c1)N1CCC(Cn2ccnc2)CC1 | -18
103 | COc1ccc(Cl)c2sc(NCCN3CCOCC3)nc12 | 15
104 | Cc1ccccc1NC(=O)NCC1CCN(C(=O)c2ccncc2)CC1 | 2
105 | Cc1sc2ncnc(NN=Cc3ccc(O)cc3)c2c1C | 19
106 | CC(Cn1nnc([N+](=O)[O-])n1)=NNC(=O)c1ccc(O)cc1O | -13
107 | Cc1ccc2cccc(Oc3ncnc4scc(-c5ccc(C)c(C)c5)c34)c2n1 | -17
108 | O=C(Cc1noc2ccccc12)N1CCC(Oc2ccc(C(F)(F)F)cn2)CC1 | 2
109 | CC(C)CS(=O)(=O)C1CCN(C(=O)COc2ccc(Cl)cc2Cl)CC1 | -18
110 | CSc1nnc(-c2ccccc2NC(=O)CCCN2C(=O)c3cccc4cccc(c34)C2=O)o1 | -9
111 | CCN1C(=O)Cc2cc(NC(=O)C3CCCO3)ccc21 (stereo not drawn) | 16
112 | O=C(NCC1CCN(c2cnccn2)CC1)C(=O)Nc1ccc2c(c1)OCO2 | -6
113 | Cn1c(=O)n(Cc2c(Cl)cccc2Cl)c(=O)c2c1nc1n2CCN1Cc1ccco1 | -7
114 | O=C(CCn1cnc2c([nH]c3ccccc32)c1=O)NCc1ccc(Cl)cc1 | -5
115 | O=C(NCCN1CCOCC1)Nc1c[nH]c2ccccc12 | 6
116 | O=C(c1ccccc1C(F)(F)F)N1CC(c2nc(-c3cccs3)no2)C1 | -7
117 | CC(=NNC(=O)c1c(Cl)cnn1C)c1cccc(NC(=O)c2ccc(C)cc2)c1 | -3
118 | O=C(CSCc1ccccc1)NC1CCCC(O)C1 (stereo not drawn) | 2
119 | CSC[C@@](C)(O)CNC(=O)C(c1ccccc1)c1ccccc1 | -8
120 | COc1ccc(C=NNc2ncc(C(F)(F)F)cc2Cl)c(OC)c1OC | -3

Reformatted: results already given.
[110] CSc1nnc(-c2ccccc2NC(=O)CCCN2C(=O)c3cccc4cccc(c34)C2=O)o1
  PriA SSB inh = -9

[35] CC1(C)Cc2cccc(OCC(=O)N3CCCC(c4nnc(-c5ccsc5)o4)C3)c2O1 (stereo not drawn)
  PriA SSB inh = -14

Next structures follow:
No. | Molecule | PriA SSB inh
121 | COc1ccc(O)c(C=NNc2nc(Nc3ccccc3)nc(-n3nc(C)cc3C)n2)c1 | 21
122 | Cc1nnc(C2CCN(C(=O)c3c(-c4ccccc4Cl)noc3C)CC2)s1 | -3
123 | COc1ccc(S(=O)(=O)NCC2CCN(Cc3cccs3)CC2)cc1F | -11
124 | Nc1nc(SCC(=O)c2ccc3c(c2)OCO3)n[nH]1 | -1
125 | Cc1ccc(Cn2c(=O)c3ncccc3n(Cc3ccc(C)cc3)c2=O)cc1 | 21
126 | C=CCNC(=O)C(=O)NCc1c(F)cccc1F | -10
127 | CN(C)c1ccc(/C=[N+](\[O-])C(C)(C)C=NO)cc1 | -2
128 | O=S(=O)(Cc1ccc(F)cc1)N(CCc1ccccc1)Cc1ccccn1 | -5
129 | Cc1cccnc1NC(=O)c1ccc(=O)n(Cc2cccc(F)c2)n1 | 1
130 | CCOC(=O)N1CCN(C(=O)CSc2nnc(-c3c[nH]c4ccccc34)n2C)CC1 | -13
131 | CCOc1ccc(Nc2cc(C)nc3c(-c4ccccc4)c(CC)nn23)cc1 | -23
132 | Cc1ccc(NC(=O)CCn2nc(C)c(C)c2C)c(C)c1 | -21

Given with each value named: entries from further up
126: C=CCNC(=O)C(=O)NCc1c(F)cccc1F
  PriA SSB inh: -10

132: Cc1ccc(NC(=O)CCn2nc(C)c(C)c2C)c(C)c1
  PriA SSB inh: -21

131: CCOc1ccc(Nc2cc(C)nc3c(-c4ccccc4)c(CC)nn23)cc1
  PriA SSB inh: -23

125: Cc1ccc(Cn2c(=O)c3ncccc3n(Cc3ccc(C)cc3)c2=O)cc1
  PriA SSB inh: 21

Screen by screen, from the results shown.
PriA SSB inh, compounds 125–129: 21, -10, -2, -5, 1
